Screening results deposited in PubChem BioAssay by several laboratories.
TNAP inh hi DEA: blocks human TNAP under high phosphate acceptor concentration | P05186 | purified TNAP, CDP-star luminescence, 1 M DEA | inhibition, % at 20 µM | actives 0.03% (n = 200,000) | AID 1135;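 active means over 50% inhibition of tissue-nonspecific alkaline phosphatase at 20 µM in the single-dose screen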;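 further: plate controls were DMSO wells for no effect and EDTA-quenched wells as full inhibition for full effect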
Target sequence (P05186 whole entry, looked up): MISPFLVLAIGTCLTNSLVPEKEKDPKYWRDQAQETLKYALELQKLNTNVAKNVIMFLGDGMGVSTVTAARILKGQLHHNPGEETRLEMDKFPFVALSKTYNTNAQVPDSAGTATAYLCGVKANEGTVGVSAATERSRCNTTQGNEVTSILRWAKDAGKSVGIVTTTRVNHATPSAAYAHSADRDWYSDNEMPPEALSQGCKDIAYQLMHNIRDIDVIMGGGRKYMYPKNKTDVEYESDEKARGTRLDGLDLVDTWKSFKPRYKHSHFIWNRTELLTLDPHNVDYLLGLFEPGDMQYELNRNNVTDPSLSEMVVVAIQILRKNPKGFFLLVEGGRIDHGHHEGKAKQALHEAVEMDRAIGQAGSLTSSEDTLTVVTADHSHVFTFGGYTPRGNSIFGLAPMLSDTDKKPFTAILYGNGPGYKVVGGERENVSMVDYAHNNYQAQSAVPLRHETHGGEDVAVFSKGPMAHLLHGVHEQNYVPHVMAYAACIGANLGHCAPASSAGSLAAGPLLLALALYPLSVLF
PPARg SRC-3 ag: PPARgamma-driven SRC-3 recruitment agonism | P37231 | biochemical PPARgamma/SRC-3 coactivator recruitment assay | activation, % at 8 µM | actives 0.26% (n = 200,000); in the data active means activation above about 23%;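 further: 0% = DMSO and 100% = reference agonist; some compounds past the cut are filed as inactive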
Target sequence (P37231 whole entry, looked up): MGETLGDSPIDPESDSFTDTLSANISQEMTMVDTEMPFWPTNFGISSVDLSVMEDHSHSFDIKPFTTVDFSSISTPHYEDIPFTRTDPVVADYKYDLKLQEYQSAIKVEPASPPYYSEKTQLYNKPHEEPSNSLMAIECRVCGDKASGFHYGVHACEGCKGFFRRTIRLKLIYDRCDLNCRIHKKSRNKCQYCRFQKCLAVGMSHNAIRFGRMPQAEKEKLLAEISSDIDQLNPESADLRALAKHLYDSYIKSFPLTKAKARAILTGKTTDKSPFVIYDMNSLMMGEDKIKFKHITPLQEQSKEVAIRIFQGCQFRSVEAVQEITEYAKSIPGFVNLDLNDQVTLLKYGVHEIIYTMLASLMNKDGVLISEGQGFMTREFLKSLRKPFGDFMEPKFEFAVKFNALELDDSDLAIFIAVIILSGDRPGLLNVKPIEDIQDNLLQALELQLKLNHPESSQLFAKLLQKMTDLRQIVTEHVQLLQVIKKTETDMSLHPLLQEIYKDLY
bIAP activator: increases bovine intestinal alkaline phosphatase activity. actives 0.17% (n = 200,000). purified bovine IAP, CDP-star luminescence, 30 min; stronger effect = higher value; fold of DMSO-control signal, blank-subtracted. activation factor at 20 µM;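 active means activation factor of 2 or more at 20 µM, a signal rise over negative controls twice the positive control's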
HMGR II inh: inhibitors of class II HMG-CoA reductase from Enterococcus faecalis; purified E. faecalis HMGR, NADPH absorbance 340 nm kinetic; inhibition, % at 10 µM; actives 0.41% (n = 190,000);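 active means inhibition above a set limit, the median over all tested compounds plus 3 SD, cut at about 9.5% in these data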;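 further: enzyme runs in reverse so mevalonate oxidation gives rising NADPH absorbance; 0% = complete reaction with DMSO and 100% = background rate lacking mevalonate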
TNAP act hi DEA: TNAP (human) activation, high acceptor. activation factor at 20 µM. 200,000 tested, under 10 active. purified TNAP, CDP-star luminescence, 1 M DEA, 30 min; stronger effect = higher value; 0 = EDTA background, 1 = DMSO-only activity. P05186;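 active means activation factor at least 2 at 20 µM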
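Measured by: Luminescent substrate turnover signal | Test system: Human TNAP | Input: TNAP 1/800 final | Dosing: 20 µM single point | Schedule: 30 min, room temperature | Controls: EDTA wells as negative control, DMSO wells as positive control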
TNAP inh no acc: blocks human TNAP activity with no phosphate acceptor present; P05186; inhibition, % at 20 µM; purified TNAP, CDP-star luminescence, 30 min; AID 1012; actives 0.26% (n = 200,000);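 active means tissue-nonspecific alkaline phosphatase inhibition above about 50% at 20 µM in the single-dose screen, limit read from the data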;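 further: 0% = DMSO negative control and 100% = EDTA positive control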
TR-FRET SRC-2 ct: flags TR-FRET format artefacts in PPARgamma SRC-2 recruitment agonist screen | AID 1049 | actives 0.4% (n = 200,000) | TR-FRET ratio at 8 µM | TR-FRET artefact counter-screen; stronger effect = higher value; in the data active means TR-FRET ratio above about 2000; further: inactives centre near 1500
bIAP inhibitor: blocks bovine intestinal alkaline phosphatase activity; purified bovine IAP, CDP-star luminescence, 30 min; inhibition, % at 20 µM; 190,000 tested, under 10 active; AID 1019;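 active means over 50% inhibition of intestinal alkaline phosphatase at 20 µM in the single-dose screen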
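Incubation: 30 min reaction at room temperature / Material: purified bovine intestinal alkaline phosphatase (IAP) enzyme / Input: enzyme at 1/65,000,000 dilution / Dosing: 20 µM single dose / Signal: CDP-star luminescence signal / Reagent: CDP-star chemiluminescent phosphatase substrate, 30 µM final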
PPARg SRC-2 ag: PPARgamma-driven SRC-2 recruitment agonism; activation, % at 8 µM; PPARgamma LBD-SRC-2 recruitment, biochemical; actives 0.34% (n = 200,000); P37231; in the data active means activation above about 22%;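 further: 0% = vehicle and 100% = reference agonist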
PPARg SRC-1 ag: promotes SRC-1 coactivator recruitment by human PPARgamma; P37231; activation, % at 8 µM; PPARgamma-SRC-1 coactivator recruitment biochemical assay; actives 0.41% (n = 200,000); in the data active means activation above about 19%;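 further: 0% = DMSO and 100% = reference agonist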
* = called active by the depositor; · = no result given.

Values in the order: TNAP inh hi DEA	PPARg SRC-3 ag	bIAP activator	HMGR II inh	TNAP act hi DEA	TNAP inh no acc	TR-FRET SRC-2 ct	bIAP inhibitor	PPARg SRC-2 ag	PPARg SRC-1 ag
> CCOC(=O)C1(CCc2ccccc2)CCN(C(=O)c2cccc(C)n2)CC1
  -8	0	1	-1	1.1	-1	1528	-1	6	6
> O=C1NCCc2cc3c(cc21)OCO3
  -2	-18	0.9	-1	1	-10	1424	13	2	-4
> Cn1ccnc1Sc1ccc(C(N)=O)cc1[N+](=O)[O-]
  -1	2	0.8	-4	1	9	1689	24	9	8
> Cc1nc2ccccc2c(=O)n1NC(=O)COc1ccccc1
  1	-3	1	-1	1	-6	1251	-4	1	-5
> Cc1nn(Cc2ccc([N+](=O)[O-])cc2)c(=O)n1-c1ccccc1Cl
  -2	2	1	-2	1	-9	1553	-3	1	4
> CCCCCCn1c(NCC)nc2c1c(=O)n(C)c(=O)n2C
  -2	8	1	-4	1	-8	1740	4	4	5
> Cc1oc(-c2cccc(Cl)c2)[n+]([O-])c1C
  -2	2	1	-4	1	-13	1605	1	-9	0
> COC(=O)c1cc(=O)nc2sc(-c3ccccc3)nn12
  -5	9	1	2	1.1	-14	1720	2	6	10
> COc1ccc(CNc2cc([N+](=O)[O-])ccc2OC)cc1
  6	1	0.8	2	0.9	1	1799	19	6	1
> COc1ccc(NC(=O)c2oc3ccccc3c2C)c(OC)c1
  -3	15	0.9	-2	1	-12	1485	11	1	-3
> O=C1NC2(CCCCC2)N(C(=O)c2ccccc2)C2=C1CCCC2
  -2	2	1.1	2	1	1	1620	-12	2	11
> Cc1nc2nc(SCC(=O)O)nn2c(C)c1Cc1ccccc1Cl
  2	-1	1	-3	1	-4	1678	-3	1	2
> O=C(O)c1coc2ccccc12
  -8	11	0.9	-2	1.1	-1	1483	8	9	1
> Cc1ccc(-c2c(C)c(-c3ccc(F)cc3)nc(N)c2C#N)o1
  -9	-9	1	-1	1.1	4	1319	0	-1	2
> CN1C(=S)SC(/[N+]([O-])=C\c2ccco2)C1(C)C (stereo not given)
  -3	-7	0.9	-1	1	-6	1759	8	3	4
> CCOC(=O)N1CCN(C(=O)C2CCN(S(=O)(=O)c3cc(C)ccc3OC)CC2)CC1
  -4	1	1	-5	1	-10	1699	3	-2	6
> O=C(c1ccncc1)N(c1ccc2oc3c(c2c1)CCCC3)S(=O)(=O)c1cccc([N+](=O)[O-])c1
  1	2	0.9	0	1	-3	1503	7	4	-7
> O=C(CC1Sc2ccccc2NC1=O)Nc1cccc(C(=O)O)c1 (stereo not given)
  2	-1	0.9	3	1	-12	1525	11	-2	2
> Cc1ccc(C(=O)N/C(=C/c2ccccc2)C(=O)NC(Cc2ccccc2)C(=O)O)cc1 (stereo not given)
  1	5	0.9	-5	1	-12	1492	7	0	-5
> COc1ccccc1-n1c(SCC(=O)N2CCCCC2)nc2cccnc21
  -2	-7	1.1	0	1	-6	1490	-5	8	0
> CCCCCNc1nc(NCCCO)c(C#N)c2c1CN(C)CC2
  -7	7	1	0	1.1	-10	1577	1	6	2
> CCOc1ccc2nc(NC3=NCN(CC4CCCO4)CN3)nc(C)c2c1 (stereo not given)
  ·	1	·	·	·	·	1420	·	-3	-3
> CC1(C)CC(=O)C(CC(=O)NC(=O)NCc2ccccc2)=C(O)C1
  3	-3	0.9	3	1	-2	1342	5	-1	-4
> COc1ccc(NC(=O)CN(C)CC(=O)Nc2ccccc2SC)cc1Cl
  6	-2	1	2	0.9	-2	1482	3	-11	-5
> COC(=O)CC1=C(C(=O)OC)C(c2ccc3c(c2Cl)OCO3)C(C#N)=C(N)O1 (stereo not given)
  -2	2	0.9	-3	1	-10	1426	6	-4	1
> CCN(CCNC(=O)C1CCN(Cc2nc(-c3ccc(Cl)cc3)oc2C)CC1)c1ccccc1
  -11	1	1.6	2	1.1	-25	1661	-60	-1	4
> CCOC(=O)N1CCN(CC(=O)Nc2ccc(F)cc2F)CC1
  -6	8	0.9	-2	1.1	-9	1734	7	11	4
> C=CCNC(=S)NNC(=O)COc1ccc(Br)cc1
  0	1	0.9	-3	1	-29	1738	6	4	-1
> CC(=O)N(C)c1ccc(NC(=O)c2ccc([N+](=O)[O-])cc2Cl)cc1
  0	-5	1.2	1	1	-9	1534	-18	4	-1
> Cc1cc(C)cc(NC(=O)C(=O)NCc2ccccn2)c1
  3	2	1.1	1	1	-25	1613	-8	14	7

Retrieved one by one from above, two records:
Values in the order: TNAP inh hi DEA	PPARg SRC-3 ag	bIAP activator	HMGR II inh	TNAP act hi DEA	TNAP inh no acc	TR-FRET SRC-2 ct	bIAP inhibitor	PPARg SRC-2 ag	PPARg SRC-1 ag
> O=C(c1ccncc1)N(c1ccc2oc3c(c2c1)CCCC3)S(=O)(=O)c1cccc([N+](=O)[O-])c1
  1	2	0.9	0	1	-3	1503	7	4	-7
> O=C1NC2(CCCCC2)N(C(=O)c2ccccc2)C2=C1CCCC2
  -2	2	1.1	2	1	1	1620	-12	2	11

Other entries follow:
Values in the order: TNAP inh hi DEA	PPARg SRC-3 ag	bIAP activator	HMGR II inh	TNAP act hi DEA	TNAP inh no acc	TR-FRET SRC-2 ct	bIAP inhibitor	PPARg SRC-2 ag	PPARg SRC-1 ag
> Cc1ccc(/C=N/NC(=O)Cn2nc(C)c(Br)c2C)o1
  -3	-5	0.9	0	1	-21	1550	14	3	-2
> O=C(Nc1cccc(Cl)c1)Nc1ccc2c(c1)OCO2
  0	-11	0.8	0	1	-9	1539	18	2	-2
> COc1ccc(-c2nnc(SCC(=O)N3CCC(Cc4ccccc4)CC3)o2)cc1OC
  -6	0	1	-3	1.1	5	1482	-1	1	0
> Cc1ccc(Nc2cc(C)nc(NCc3ccccc3)n2)cc1
  3	0	0.9	0	1	-5	1721	6	-4	-2
> O=C1C2CC=C(Cl)CC2C(=O)N1CCC[n+]1cccc2ccccc21 (stereo not given)
  1	-1	0.9	-3	1	0	1385	10	7	-8
> O=S(=O)(c1ccc(Cl)cc1)n1c(Cc2ccccc2)nc2ccccc21
  1	0	1	-2	1	24	1399	-3	0	0
> CCOc1ccc(C(=O)NC2=NCCS2)cc1
  -4	-6	1.1	-2	1	-9	1525	-10	-4	-5
> COc1ccc(C(c2c(NC(=O)c3ccccc3)sc(C)c2C)N2CCN(CCO)CC2)cc1 (stereo not given)
  -4	-1	0.2	-3	1	-11	1579	·	-3	12
> O=C(COc1ccccc1-c1ccccc1)NCc1ccco1
  -4	-5	1.1	-2	1	-5	1456	-6	3	54*
> CCOc1ccc(Cl)cc1S(=O)(=O)n1cnc2ccccc21
  -2	1	0.9	-5	1	-6	1547	14	4	0
> COc1ccc(-c2cc(CCCC(=O)NCCc3cc(OC)ccc3OC)no2)cc1
  -8	5	1	2	1.1	-13	1743	-3	5	1
> Cn1c(CCCNC(=O)c2ccccc2)nc2ccccc21
  2	7	1	-9	1	-5	1355	1	-7	-2
> Cc1nc(NC(=O)/C=C/c2ccccc2)sc1C(=O)N1CCCCC1
  -4	1	0.9	-2	1	-7	1582	10	10	3
> Oc1cccc(/C=N/NC(=S)Nc2cccnc2)c1O
  1	2	0.9	-2	1	-174	1566	11	5	-5
> CCCC1=C(C(=O)OCC)C(c2ccc(NC(C)=O)cc2)NC(=O)N1 (stereo not given)
  -1	-3	1	5	1	-3	1407	-3	-2	-2
> CC(C)CSc1n[nH]c(N)n1
  -1	1	1.1	0	1	50*	1573	-13	-1	-3
> Cc1ccc(Nc2nc(N)nc(CN3CCc4ccccc4C3)n2)cc1
  -6	-6	0.9	-8	1.1	-1	1465	6	-1	-3
> COC(=O)/C=c1\sc2ncnn2c1=O
  -3	4	1	2	1	6	1646	-1	4	14
> O=Cc1cc2ccccc2nc1SCCCF
  -4	2	1.1	-2	1	-15	1626	-5	-8	11
> COC(=O)C(NNc1ccccc1)(NC(=O)c1ccccc1F)C(F)(F)F (stereo not given)
  -4	6	0.9	5	1	-12	1527	5	8	11
> NC(=S)Nc1cccc2cccnc12
  2	-4	0.9	-9	1	-11	1345	12	-2	5
> Cc1ccc(C)n1CCN1CCN(C(=O)c2ccco2)CC1
  -5	-6	1	-5	1	-8	1384	4	0	2
> CN(C)/C=N/c1nc2nccc(-c3cccc(Cl)c3)n2n1
  1	4	1.1	3	1	-5	1724	-7	-6	3
> CCOCC(=O)Nc1ccccc1C(=O)N1CCOCC1
  -6	0	1	1	1.1	-10	1479	2	2	-2
> CCOC(=O)Cc1nnc2c(Nc3ccccc3F)nc3nonc3n12
  -7	9	0.9	1	1.1	-13	1586	10	14	9
> O=C(CNC(=O)c1ccc(Oc2ccccc2)cc1)OC1CCCCC1=O (stereo not given)
  -2	7	1	-5	1	-28	1374	-4	1	8
> CN1CCN(S(=O)(=O)c2cccc(C(=O)NC3CCCc4ccccc43)c2)CC1 (stereo not given)
  -3	-3	1.1	1	1	-7	1294	-9	2	0
> O=C1C2CCCN2c2ccc(S(=O)(=O)N3CCOCC3)cc2N1Cc1ccccc1F (stereo not given)
  -4	-3	1	-4	1	-10	1475	-5	6	5
> C=CCn1c(N)c(C(=O)NCc2ccco2)sc1=S
  -2	-6	0.9	1	1	-12	1650	14	4	1
> CCCc1ccc(O)c(N=Cc2cc(Br)cc(OCC)c2O)c1
  8	6	1	3	0.9	6	1647	3	13	6

Taken from above:
bIAP inhibitor, `CCOC(=O)Cc1nnc2c(Nc3ccccc3F)nc3nonc3n12` = 10
bIAP activator, `C=CCn1c(N)c(C(=O)NCc2ccco2)sc1=S` = 0.9

(listing goes on)
Values in the order: TNAP inh hi DEA	PPARg SRC-3 ag	bIAP activator	HMGR II inh	TNAP act hi DEA	TNAP inh no acc	TR-FRET SRC-2 ct	bIAP inhibitor	PPARg SRC-2 ag	PPARg SRC-1 ag
> CCN(C(=O)CSc1ncccc1C(=O)OC(C)C)c1cccc(C)c1
  -7	-8	1.1	-6	1.1	-9	1384	-7	-3	-3
> CC1(C)Cc2ccccc2C2=NNC(=O)C2=N1
  5	2	0.9	0	0.9	7	1552	8	9	9
> CCOC(=O)c1ccc(N/C=C/C(=O)c2ccc(OC)c(OC)c2)cc1
  -7	-8	1	-7	1.1	-11	1353	3	3	5
> CCN1CCN(CNC(=O)c2cnccn2)CC1
  -4	5	0.9	6	1	-4	1597	7	-4	7
> CC(=O)c1cc2c(cc1NC(=O)CSc1nc3ccc(C)cc3[nH]1)OCO2
  -5	-8	1.1	-1	1	-48	1391	-12	-2	-4
> COc1ccccc1-c1nnc(SCC(=O)Nc2ccccc2)o1
  -8	-12	1	-9	1.1	-47	1453	-1	7	-4
> COc1ccc(Cl)cc1NC(=O)C(C)NC(c1ccccc1)c1ccccc1 (stereo not given)
  -5	1	1	-11	1	-20	1493	-1	1	6
> Cc1csc(OCc2ccc(C#N)cc2)n1
  -7	5	0.9	0	1.1	-18	1647	13	4	10
> Cc1ccc(NC(=O)CCC(=O)NNC(=O)C(c2ccccc2)c2ccccc2)c(C)c1
  0	0	1	2	1	-12	1461	0	-2	6
> Cc1cc(N(C)C)c(C#N)c(NCc2ccccc2)n1
  -6	-12	0.8	-3	1.1	-12	1528	15	-7	-4
> CCc1ccc(-c2nc(CN3CCC(C(=O)N4CCN(c5ccccc5)CC4)CC3)c(C)o2)cc1
  -9	3	1.4	0	1.1	-13	1637	-40	-5	-3
> CC(C)(C)C(=O)Nc1ccc(C(=O)NCc2cccnc2)cc1
  0	-2	0.9	-5	1	3	1862	6	9	0
